m5-HT2A agonist: mouse Htr2a agonists via beta-arrestin recruitment, primary screen, cell-based, luminescence. 5-hydroxytryptamine receptor 2A (Mus musculus), P35363. CHO-K1 mHTR2A beta-arrestin complementation; percent of 30 µM serotonin response. activation, % at 7.6 µM. 0.66% of 360,000 active. AID 624169, 2012;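 active = activation above a run cutoff, the mean activation of all tested compounds plus 3 SD, cut at about 14% in these data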;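 also: 0% = plate median of compound wells and 100% = 30 µM serotonin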
Exocytosis inh: LAMP-1 surface exposure blockers, TALL-104 cells – cell-based, flow cytometry, MLPCN library, primary screen; TALL-104 LAMP-1 surface exposure; cells stimulated with thapsigargin and PMA; inhibition, % at 10 µM; 0.66% of 360,000 active; AID 651702, 2012;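 active = inhibition above about 55%, limit read from the data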
ABHD5 PLIN5 PPI: ABHD5-PLIN5 interaction inhibitors, primary screen, cell lysate, split luciferase complementation, luminescence; AID 602281, 2012; Split G. princeps luciferase complementation, 4 h; inhibition, % at 4 µM; 0.78% of 360,000 active;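 active = inhibition above the mean inhibition across every tested compound plus 3 SD, cut at about 22% in these data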;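 also: 0% = DMSO only wells and the 100% control is not disclosed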
MC4R antagonist: MC4R antagonists of cAMP signaling, primary screen, cell-based, TR-FRET, antagonist arm of biased-ligand search | MC4R-expressing cells, MTII-stimulated cAMP, LANCE TR-FRET | inhibition, % at 6.5 µM | AID 540295, 2011 | Melanocortin receptor 4 (Homo sapiens), P32245 | 0.48% of 360,000 active;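 active = inhibition above its plate's cutoff, the mean of tested wells on that plate plus 3 SD, cut at about 29% in these data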;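 also: 0% = Melanotan II alone and 100% = Melanotan II plus saturating MCL0020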
Target sequence (P32245 whole entry, looked up): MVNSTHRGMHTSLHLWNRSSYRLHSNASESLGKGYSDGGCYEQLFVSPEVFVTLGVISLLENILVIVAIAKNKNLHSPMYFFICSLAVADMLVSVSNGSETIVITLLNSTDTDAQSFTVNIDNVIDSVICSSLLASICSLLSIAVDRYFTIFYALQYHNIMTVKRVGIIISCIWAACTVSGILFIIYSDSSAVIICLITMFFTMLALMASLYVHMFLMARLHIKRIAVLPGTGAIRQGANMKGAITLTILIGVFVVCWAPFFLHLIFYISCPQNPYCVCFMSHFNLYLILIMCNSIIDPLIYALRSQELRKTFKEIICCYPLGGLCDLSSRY
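Assay system: human MC4R-expressing U2OS cells; reagent: Melanotan II stimulation of cells; dosing: 6.5 µM single dose; timing: compound 30 min, challenge 1 h, detection 1 h; signal: TR-FRET cAMP assay; replicates: one well per compound, no replicates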
CaV13 ICDI inh: Primary screen for inhibitors of IQ motif and Ca2+-dependent inactivation inhibitor domain binding in CACNA1D, Förster resonance energy transfer in living cells, … | inhibition, % at 12.3 µM | HEK cells, CFP/YFP FRET ICDI-IQ, plate reader, 10 min; percent FRET-ratio fall versus neutral wells | AID 743397 | 0.098% of 340,000 active;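 active = mean replicate inhibition of at least 30% and at least 1% of replicates passing that level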;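 also: 0% = median of the neutral control wells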
H9c2 protect: cardioprotection against H2O2-induced cell death, primary screen, uHTS, H9c2 cells, ATPLite luminescence. H9c2 cardiomyocytes, H2O2 injury protection, 2 h. protection from H2O2 cell death, % at 20 µM. 0.63% of 360,000 active;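 active = compounds giving at least 50% protection of heart cells from peroxide-induced death in the single-dose screen, raw or plate-pattern-corrected value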;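 also: 0% = DMSO wells with peroxide and 100% = DMSO wells without peroxide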
MC4R barr agon: MC4R agonists recruiting beta-arrestin, primary screen, cell-based, luminescence, agonist arm of biased-ligand search. Melanocortin receptor 4 (Homo sapiens), P32245. U2OS MC4R beta-arrestin complementation; percent of melanotan II response, DMSO zero. activation, % at 8.9 µM. 0.98% of 360,000 active. AID 540308, 2011;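 active = activation above a per-plate cutoff, the mean activation of sample wells on that plate plus 3 SD, cut at about 8% in these data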
Glyco luc inh: increase of ERlucT glycosylation luciferase signal, primary screen, N-linked glycosylation inhibitor project, D54 ERlucT cells, luminescence, set 2. D54 ERlucT glycosylation luciferase reporter, 24 h; percent of 100 nM tunicamycin response. reporter increase, % at 12.5 µM. 0.23% of 360,000 active;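 active = mean luciferase reporter signal, scaled so untreated is 0 and the glycosylation-blocking control 100, at or above a set limit in every replicate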;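 also: luciferase carries N-glycosylation sites so blocking glycosylation raises the light; 0% = median of neutral control wells and 100% = median of 100 nM tunicamycin wells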
ABCB6 inh 2: ABCB6 transporter inhibitors, primary screen, K562-ABCB6 cells, flow cytometry, MLPCN library; 0.19% of 360,000 active; fluorescence ratio to DMSO, % at 10 µM; K562-ABCB6 porphyrin accumulation, 1 h; hits give low values; AID 602162, 2011;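 active = fluorescence ratio to DMSO below 75%, the collection mean minus 3 SD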;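 also: signal is porphyrin accumulated inside mitochondria; 100% equals median channel fluorescence of DMSO control wells; lower ratio means ABCB6 inhibition with less porphyrin fluorescence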
PDI inh: inhibitors of human PDI, primary screen, biochemical, turbidity, single point, plate reader; AID 588391, 2011; PDI insulin aggregation turbidity, A650, 90 min; inhibition, % at 10 µM; 0.052% of 350,000 active;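 active = mean inhibition across replicates of 30% or more, whatever share of single replicates reach that level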;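 also: absorbance from insulin aggregation driven by PDI reduction with DTT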
Target sequence (P07237 whole entry, looked up): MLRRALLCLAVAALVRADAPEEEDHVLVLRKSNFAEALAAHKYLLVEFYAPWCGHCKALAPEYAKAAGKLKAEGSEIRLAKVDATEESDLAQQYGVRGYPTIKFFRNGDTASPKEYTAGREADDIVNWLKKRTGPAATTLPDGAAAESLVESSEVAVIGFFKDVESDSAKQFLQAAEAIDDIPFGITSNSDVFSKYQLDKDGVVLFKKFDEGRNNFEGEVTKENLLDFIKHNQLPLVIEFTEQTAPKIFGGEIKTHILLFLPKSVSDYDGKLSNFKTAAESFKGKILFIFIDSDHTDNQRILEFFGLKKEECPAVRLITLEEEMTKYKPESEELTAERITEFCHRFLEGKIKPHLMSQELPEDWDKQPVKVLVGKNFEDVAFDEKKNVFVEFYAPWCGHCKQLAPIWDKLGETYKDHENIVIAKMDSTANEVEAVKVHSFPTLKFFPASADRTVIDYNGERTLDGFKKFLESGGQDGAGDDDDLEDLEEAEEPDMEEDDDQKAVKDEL
* hit, by the source's call; nt = not tested or not shown. Outcome played no part in choosing rows, and some 4.2% of all compounds hit somewhere here.

SMILES	m5-HT2A agonist	Exocytosis inh	ABHD5 PLIN5 PPI	MC4R antagonist	CaV13 ICDI inh	H9c2 protect	MC4R barr agon	Glyco luc inh	ABCB6 inh 2	PDI inh
CC(C)CNC(=S)N(CCN(C)C)Cc1cc2cc3c(cc2[nH]c1=O)OCCO3	7.3	4.4	-2.3	2.1	-5.9	8.1	-1.8	7.6	98.0	-3.6
COCc1cc(=O)[nH]c(/N=C(\N)Nc2ccc(Oc3ccccc3)cc2)n1	0.7	-2.6	-0.1	10.1	-3.8	4.0	0.5	1.3	99.0	1.1
CC(C)N(C(=O)N1CCC(c2nc(-c3ccncc3)no2)CC1)C(C)C	1.9	-2.5	-1.0	9.3	-3.7	-5.2	1.4	-1.6	102.0	-5.3
Cc1cccc(NS(=O)(=O)c2cccc(C(=O)NCCCN3CCCC3=O)c2)c1	-16.9	7.7	9.8	3.4	-5.6	2.3	-2.2	1.8	102.0	9.6
N#C/C(=C\C1CC2C=CC1C2)c1nc2ccccc2[nH]1 (centres undefined)	3.8	-2.2	1.1	6.8	-3.7	-0.9	-1.4	0.6	105.0	3.0
O=C(NCc1ccccc1)c1cccc(NC(=O)c2ccco2)c1	-3.8	6.3	3.0	0.3	-6.3	11.3	-2.4	-2.9	100.0	-8.6
CCOn1c(=O)c(-c2cccc([N+](=O)[O-])c2)[n+]([O-])c2ccccc21	-2.1	4.3	2.5	4.4	10.6	-4.1	0.4	-1.6	102.0	4.3
O=C1NC[C@H](CC2CCCCC2)N(CCc2cccc(F)c2)C1=O	2.2	-4.3	0.9	-1.2	-9.6	1.2	-1.0	1.4	98.0	3.0
Cc1ccc(C)c(OCCC(=O)OCC(=O)NCc2ccccc2)c1	0.6	-6.2	1.0	0.1	-4.5	1.6	-3.1	2.6	99.0	0.6
COCCn1cc(C(=O)N2CCCC(C)C2)c2c3ccccc3n(C)c2c1=O (centres undefined)	-1.6	1.2	4.0	9.7	-3.3	5.7	0.4	1.4	96.0	14.9
CCC(C)(C(=O)NC1CCCCC1)N(C)C(=O)c1ccc2c(c1)OCO2 (centres undefined)	-4.0	-7.9	3.6	-0.3	-3.3	5.2	1.4	0.2	99.0	-1.3
CC(C)CCN1C(=O)c2ccc(C(=O)Nc3cccc(S(N)(=O)=O)c3)cc2C1=O	4.7	0.3	10.9	0.8	-3.5	-2.1	0.8	10.1	98.0	-5.4
CCCCN1CC(COCc2ccccc2)Oc2cccc(N3CCCC3)c2S1(=O)=O (centres undefined)	-6.0	-1.9	-6.5	6.0	-4.9	-8.6	-0.6	-5.2	91.0	-14.1
O=C(COC(=O)C1CC1)Nc1ncc(Cl)cc1Cl	-5.1	5.8	2.5	3.6	-6.4	3.3	-2.8	0.8	97.0	-2.2
Cc1ccc(NC(=O)C(NCc2ccccn2)c2ccccc2)cc1 (centres undefined)	2.4	-3.7	-8.6	0.8	-2.7	-9.9	1.4	0.5	99.0	0.0

Retrieved by compound from the entries so far:
SMILES	m5-HT2A agonist	Exocytosis inh	ABHD5 PLIN5 PPI	MC4R antagonist	CaV13 ICDI inh	H9c2 protect	MC4R barr agon	Glyco luc inh	ABCB6 inh 2	PDI inh
O=C(COC(=O)C1CC1)Nc1ncc(Cl)cc1Cl	-5.1	5.8	2.5	3.6	-6.4	3.3	-2.8	0.8	97.0	-2.2
CC(C)CCN1C(=O)c2ccc(C(=O)Nc3cccc(S(N)(=O)=O)c3)cc2C1=O	4.7	0.3	10.9	0.8	-3.5	-2.1	0.8	10.1	98.0	-5.4

Compounds above containing a halogen:
SMILES	m5-HT2A agonist	Exocytosis inh	ABHD5 PLIN5 PPI	MC4R antagonist	CaV13 ICDI inh	H9c2 protect	MC4R barr agon	Glyco luc inh	ABCB6 inh 2	PDI inh
O=C1NC[C@H](CC2CCCCC2)N(CCc2cccc(F)c2)C1=O	2.2	-4.3	0.9	-1.2	-9.6	1.2	-1.0	1.4	98.0	3.0
O=C(COC(=O)C1CC1)Nc1ncc(Cl)cc1Cl	-5.1	5.8	2.5	3.6	-6.4	3.3	-2.8	0.8	97.0	-2.2

(list continues)
SMILES	m5-HT2A agonist	Exocytosis inh	ABHD5 PLIN5 PPI	MC4R antagonist	CaV13 ICDI inh	H9c2 protect	MC4R barr agon	Glyco luc inh	ABCB6 inh 2	PDI inh
COC(=O)c1ccc(CNC(=O)c2ccc(S(=O)(=O)N3CCCCCC3)cc2)cc1	-0.4	3.3	-8.0	8.3	-14.9	0.0	3.6	-0.6	97.0	-4.8
CCCCNC(=O)/C(C#N)=C/c1ccc2c(c1)OCCO2	5.2	1.2	1.6	2.9	-15.9	-6.9	-2.6	2.7	96.0	8.9
Cc1noc(C)c1C(=O)N(C)CC(=O)Nc1ccc(F)c(F)c1F	5.5	2.5	8.6	7.5	-6.1	3.6	-1.9	0.9	93.0	-12.5
O=C(NNC(=O)c1ccccc1O)c1ccc(Cl)cc1	2.2	8.8	2.5	-1.7	-3.8	18.0	-1.5	-2.3	99.0	-1.2
O=C(NC1CCN(C(=S)Nc2ccc(Cl)cc2)CC1)C1CCCCC1	10.8	-10.1	4.0	-8.2	-1.9	-6.6	0.1	-0.1	92.0	-4.8
Cc1ccc(Cc2c(-c3ccc(Cl)cc3)nc3ccc(Br)cn23)cc1	9.4	3.2	-11.2	-12.9	-9.7	-14.2	0.2	-4.2	99.0	2.6
COc1ccc(/C=N/NC(=O)c2cccc(OC(F)(F)C(F)F)c2)c(OC)c1OC	-2.2	-0.4	-3.6	8.9	-4.4	7.4	-0.1	-1.5	100.0	-2.9
O=C(CSc1n[nH]c(-c2ccncc2)n1)Nc1ccccc1Cl	-6.5	-6.4	0.1	2.2	-1.8	-0.1	-3.5	1.3	98.0	-2.9
COc1ccc(CCNC(=O)c2ccc(=O)[nH]n2)cc1OC	4.0	-1.7	-6.2	-3.0	-5.2	-3.3	-0.1	-1.9	101.0	-6.7
O=C(O)COc1ccccc1/C=N/NC(=O)COc1ccc(-c2ccccc2)cc1	-1.8	-0.1	-0.3	13.6	-1.1	-8.6	0.9	0.5	96.0	-4.8
CCC(=O)c1ccc(OCC(=O)NCC2COc3ccccc3O2)cc1 (centres undefined)	5.0	-4.6	6.7	5.6	-5.1	-4.7	-2.2	-0.4	101.0	0.7
CCN(CC(=O)Nc1c(F)cccc1F)C(=O)CNC(=O)c1ccc2c(c1)OCO2	2.8	-0.6	-1.9	1.7	-7.5	-1.6	-0.3	0.7	98.0	12.3
CCOc1cc(-c2n[nH]c(=S)n2Cc2ccccc2)ccc1OC(F)F	9.6	-3.2	-6.7	0.7	-2.6	-2.9	-1.2	-0.5	100.0	-1.6
CC(=O)Nc1c(C)nn(-c2ccc(C)c(C)c2)c1C	0.5	1.3	6.7	1.9	-4.2	4.3	-2.0	4.7	101.0	1.4
CSc1ccccc1NC(=O)CN(C)C(=O)Cc1c[nH]c2ccccc12	-2.5	6.9	-0.8	8.7	-5.5	4.4	-2.6	-0.1	101.0	-7.4
Cc1cc(C)cc(NC2=C(N)C(=O)c3ccccc3C2=O)c1	-3.5	-10.9	-26.6	-2.8	nt	-12.9	3.1	0.4	98.0	0.7
COC(=O)c1cnc(SC)nc1C	-0.2	1.2	0.3	4.2	-3.4	1.2	-2.0	1.4	87.0	-4.4
Cc1ccc(C(=O)NCCOc2cccc(C)c2)cc1	0.5	-0.8	3.5	2.6	-5.1	-2.5	0.8	1.2	102.0	-9.6
Cc1cccc(NC(=O)CN2C(=O)/C(=C3\SC(=S)N(CC4CCCO4)C3=O)c3ccccc32)c1 (centres undefined)	-2.6	5.1	5.0	-4.8	nt	13.6	-3.0	-0.1	109.0	12.2
COC(C(=O)Nc1ccnn1C1CCN(C(=O)c2cccc(F)c2)CC1)c1ccccc1 (centres undefined)	3.2	1.5	2.5	-1.7	-2.6	1.2	1.1	0.3	97.0	6.3
CC(=O)NC(c1ccc(F)c(F)c1)c1nc(-c2ccc3c(c2)OCO3)cs1 (centres undefined)	-7.3	-5.9	2.0	0.7	-4.7	-2.7	-0.9	-2.0	93.0	4.0
Cc1cc(C(=O)Nc2cccc3ccccc23)n(-c2ccccc2)n1	1.1	-4.1	-5.1	1.2	5.0	-3.0	-0.8	-0.3	102.0	-1.6
O=C(CC1CCCCC1)NCCS(=O)(=O)N1CCN(c2ccccc2)CC1	-4.6	21.3	-2.5	10.6	-15.5	-0.5	-0.3	-0.5	99.0	2.5
CC(C(=O)Nc1ccc(OCc2ccccc2)cc1)N1CCCC1 (centres undefined)	-5.7	0.3	1.2	4.0	2.5	9.8	-2.6	-2.3	95.0	4.8
Cc1ccccc1N1CCN(C2CCCN(C(=O)c3ccc(Cl)s3)C2)CC1 (centres undefined)	-10.4	-1.3	-0.6	9.2	-6.2	-6.7	2.3	-0.7	97.0	0.3
CCn1ncc(Br)c1C(=O)Nc1ccccc1OC	5.8	-7.3	-7.7	2.6	-5.1	-3.4	0.2	0.7	100.0	-0.5
O=C(N/N=C/c1ccc([N+](=O)[O-])o1)c1cc2c(ccc3ccccc32)o1	-0.7	-2.0	1.7	4.8	-10.0	-28.7	1.8	9.8	115.0	-8.1
O=C(N=Nc1c(O)[nH]c2ccc([N+](=O)[O-])cc12)c1ccccc1Cl	-2.7	-5.0	-3.1	9.2	-3.1	1.2	-2.4	0.6	96.0	-4.8
Cc1cccc(C(=O)N2CCN(S(=O)(=O)N3CCCCCC3)CC2)c1	0.3	-2.0	-5.9	0.2	-5.9	3.8	-0.7	-1.6	94.0	-3.7
Cc1cc(C)n2c(Nc3ccc4c(c3)OCCO4)c(CCc3ccccc3)nc2n1	5.8	23.8	3.4	nt	-12.8	nt	nt	nt	122.0	nt
CCOC(=O)c1cnc2c(C(=O)OC)cccc2c1NCCN1CCOCC1	-2.0	-0.3	-3.4	1.1	-4.4	2.8	-0.2	4.9	96.0	13.5
CCOC(=O)c1c(NC(=O)CSc2nnc(-c3ccco3)o2)sc(C(C)=O)c1C	-0.7	30.0	-2.2	-16.1	-5.8	-20.7	-0.7	3.9	92.0	-1.2
O=C1CC(c2ccc(F)cc2)Sc2nc(-c3ccccc3)c(-c3ccccc3)n21 (centres undefined)	0.8	-3.3	4.0	0.2	-2.7	-3.5	-1.0	-1.3	93.0	-0.2
CC(=O)c1sc(-c2ccc(Cl)cc2)nc1C	-1.6	-4.4	-5.9	2.6	-3.5	3.8	-4.2	0.0	102.0	-4.4
O=C(NCC(c1ccco1)N1CCc2ccccc2C1)C(=O)Nc1ccc(F)cc1F (centres undefined)	0.5	-3.6	-4.6	17.4	-2.6	-17.9	1.1	-2.4	98.0	-7.2
O=C(CSc1nc2ccccc2s1)NCc1ccc2c(c1)OCO2	-1.5	-4.5	-0.4	-5.2	-4.1	-4.3	-1.8	2.6	93.0	-1.4
